MrgX1 antag: blocks BAM8-22 activation of human MrgX1 receptor; Q96LB2; MRGX1-HEK293 calcium flux, Fluo-4, BAM8-22 antagonism; stronger effect = lower value; B-score at 10 µM; 310,000 tested, 1.3% active;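 active = calcium-response B-score plate-corrected more than 3 library SD below zero, starting fluorescence within 5 deviations, no agonist response on first addition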;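 also: peak minus trough fluorescence over baseline after final BAM8-22 challenge near maximal dose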
Target sequence (Q96LB2 whole entry, looked up): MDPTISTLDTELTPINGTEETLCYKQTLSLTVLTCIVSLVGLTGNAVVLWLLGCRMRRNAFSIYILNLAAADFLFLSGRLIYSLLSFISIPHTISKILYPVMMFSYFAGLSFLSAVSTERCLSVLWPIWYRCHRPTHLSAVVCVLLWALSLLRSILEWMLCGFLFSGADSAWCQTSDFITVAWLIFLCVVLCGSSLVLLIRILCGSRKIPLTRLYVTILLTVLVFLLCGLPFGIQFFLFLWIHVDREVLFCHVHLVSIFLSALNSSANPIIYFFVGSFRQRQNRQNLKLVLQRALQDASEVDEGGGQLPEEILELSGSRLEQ
RGS4 inh: human RGS4 inhibition. HEK293 M3R/RGS4 inducible, Fluo-4 calcium flux; stronger effect = higher value; triggered by carbachol at its EC20. B-score at 10 µM. P49798. 310,000 tested, 0.45% active. AID 463165;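 active = B-score, a plate-corrected calcium signal, over three deviations above library mean, with baseline fluorescence within five deviations of library mean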;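 also: RGS4 expression induced by doxycycline in cells with stable M3 receptor; B-score is computed from the integrated fluorescence ratio over baseline after carbachol; higher B-score means a larger calcium signal and so more RGS4 inhibition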
Target sequence (P49798 whole entry, looked up): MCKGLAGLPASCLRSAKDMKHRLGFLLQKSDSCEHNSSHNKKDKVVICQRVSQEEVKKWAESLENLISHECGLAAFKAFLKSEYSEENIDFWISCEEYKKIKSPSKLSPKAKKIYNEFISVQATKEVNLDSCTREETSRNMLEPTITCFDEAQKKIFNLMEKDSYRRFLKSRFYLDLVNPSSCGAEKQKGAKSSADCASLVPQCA
SKKanGAS inh: inhibitors of SKKanGAS S. pyogenes growth in kanamycin (SK-promoter or general growth effect); inhibition, % at 7.5 µM; AID 1662; BacTiter-Glo, 6 h; 300,000 tested, 1.3% active;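 active = mean replicate score, as percent of positive control median, at least 50; inconclusive = mean below 50 but one replicate at or above 50; inactive = mean and every replicate below 50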;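 also: strain carries kanamycin resistance gene driven by streptokinase promoter and grows in 40 µg/ml kanamycin; loss of luminescence reflects streptokinase promoter inhibition or plain growth inhibition; 0% = median of DMSO wells and 100% = positive control at its reference dose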
TRPC6 inhibitor: blocks the mouse TRPC6 cation channel. AID 2553. B-score at 10 µM. Q61143. HEK293-TRPC6, membrane potential dye, ACh-evoked depolarization; stronger effect = lower value. 310,000 tested, 1.1% active;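 active = B-score under library mean minus 3 SD, initial fluorescence not abnormally high, positive integrated signal ratio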;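 also: B-score derived from integrated fluorescence ratio over the kinetic read; more negative B-score means stronger inhibition of depolarization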
ANO1 activ: activates or potentiates the mouse TMEM16A chloride channel. HEK293 TMEM16A/YFP-H148Q/I152L, iodide quench fluorescence; stronger effect = lower value. B-score at 10 µM. 340,000 tested, 0.3% active. AID 623877;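 active = fluorescence-ratio B-score plate-corrected deviation score at least 3 library SD below zero, with starting fluorescence score within 5 deviations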;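 also: channel opened by trigger with iodide after compound preincubation; score built on the fluorescence ratio of max minus min over baseline; more negative score means more quench and so TMEM16A activation or potentiation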
MrgX1 ag: agonists of human MrgX1 receptor; Q96LB2; B-score at 10 µM; 310,000 tested, 0.44% active; MrgX1-HEK293 cells, Fluo-4 calcium fluorescence, agonist mode; stronger effect = higher value; AID 588627;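 active = calcium response B-score plate-corrected fluorescence ratio at least 3 library SD, with starting fluorescence B-score inside 5 SD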
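Material – MrgX1-expressing HEK293 cells · Input – 15,000 cells seeded per well · Dosing – compound as first of three additions · Times – overnight seeding, then 1 h dark dye loading · Measured by – kinetic Fluo-4 NW fluorescence of intracellular calcium · Read-out – B-scored fluorescence response ratio · Benchmarks – positive and negative control wells on each plate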
HDAC3 inhib: inhibitors of human histone deacetylase 3. recombinant HDAC3, fluorogenic peptide/trypsin coupled, fluorescence. AID 2718. inhibition, % at 8.3 µM. 320,000 tested, 0.15% active. O15379; in the data active = inhibition above about 26%, passing the limit was not always enough; inconclusive = no clear call, values can overlap the other calls
Target sequence (O15379 whole entry, looked up): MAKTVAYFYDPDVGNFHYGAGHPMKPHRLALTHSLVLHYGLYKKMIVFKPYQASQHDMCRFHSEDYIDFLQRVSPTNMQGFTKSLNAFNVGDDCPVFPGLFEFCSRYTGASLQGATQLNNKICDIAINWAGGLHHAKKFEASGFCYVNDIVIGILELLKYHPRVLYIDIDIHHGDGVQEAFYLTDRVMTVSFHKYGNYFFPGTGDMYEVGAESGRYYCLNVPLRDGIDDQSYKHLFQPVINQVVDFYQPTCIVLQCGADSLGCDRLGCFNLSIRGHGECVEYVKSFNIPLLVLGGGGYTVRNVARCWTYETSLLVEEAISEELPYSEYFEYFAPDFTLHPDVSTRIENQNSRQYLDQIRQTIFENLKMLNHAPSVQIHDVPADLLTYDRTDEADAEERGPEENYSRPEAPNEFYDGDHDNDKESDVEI
RGS4 pot: RGS4 potentiation or activation; HEK293 M3R/inducible RGS4, carbachol calcium flux Fluo4; stronger effect = lower value; 310,000 tested, 0.92% active; B-score at 10 µM; AID 463111;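 active = B-score of the integrated calcium signal more than 4 SD below the library mean, with starting fluorescence not abnormally high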;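 also: negative B-score means reduced calcium response which marks RGS4 activation or potentiation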
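Material: M3R-expressing HEK293 line, RGS4 induced by doxycycline | Schedule: Overnight RGS4 induction, 30 min dye load 37 °C, 20 min compound RT | Measured by: Fluo4 fluorescence kinetic imaging of calcium | Read-out: Integrated calcium ratio converted to B score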
TRPC6 act: activates the mouse TRPC6 cation channel. HEK293-TRPC6 membrane potential dye fluorescence; stronger effect = higher value. B-score at 10 µM. 310,000 tested, 0.13% active;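 active = B-score of the integrated fluorescence ratio above library mean plus 3 SD, and starting fluorescence ratio within library mean plus 5 SD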;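 also: higher score means more depolarization so channel activation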
TMEM16A inh: blocks the mouse calcium-activated chloride channel TMEM16A. Q8BHY3. HEK293 TMEM16A/YFP iodide influx fluorescence, ionomycin. normalized B-score (activity score, 25-100; higher = stronger inhibition) at 10 µM. 310,000 tested, 1.2% active;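 active = ratio plate-corrected score three or more library SD toward inhibition, starting fluorescence score within five deviations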;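 also: score derived from kinetic fluorescence span divided by baseline fluorescence per well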
MrgX1 allo act: human MrgX1 positive allosteric modulation, primary screen. B-score at 10 µM. 310,000 tested, 0.63% active. MrgX1-HEK293, Fluo-4 calcium flux, FDSS; stronger effect = higher value;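 active = plate-corrected calcium response at least 3 library SD above typical, normal starting fluorescence, not activating the receptor alone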;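 also: compound read alongside a low EC10 to EC30 dose of BAM8-22 agonist; peak minus trough fluorescence over baseline measured at the second addition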
Starred values were filed as active, the others as inactive; i = inactive; ? = inconclusive; / = not tested or not shown. Random draw from the library; 6.7% or so of the library scored in one or more.

SMILES | MrgX1 antag | RGS4 inh | SKKanGAS inh | TRPC6 inhibitor | ANO1 activ | MrgX1 ag | HDAC3 inhib | RGS4 pot | TRPC6 act | TMEM16A inh | MrgX1 allo act
Cc1ccc(CNC(=O)c2ccc(N(C)C)cc2)cc1 | i | i | -1 | i | i | i | ? | i | i | i | i
CCOC(=O)C1(C)C=C(Nc2ccc(OC)cc2)C(=O)N1c1ccc(OC)cc1 (stereo not drawn) | i | i | 5 | i | i | i | -6 | i | i | i | i
COc1cc(/C=N/Nc2ncc(C(F)(F)F)cc2Cl)cc(OC)c1O | i | i | -2 | i | i | i | 9 | i | i | i | i
CCn1cc(CN2CCc3c([nH]c4ccccc34)C2c2cccc(OC)c2)c(C)n1 (stereo not drawn) | i | i | 0 | i | i | i | -9 | i | i | i | i
CC(=O)Nc1ccc2c(c1)nc(CN1CCCC1)n2C | i | i | -4 | i | i | i | 1 | i | i | i | i
Cc1ccc(-c2nc3cc(NC(=O)C(C)C)ccc3o2)cc1 | i | i | -2 | i | i | i | -33 | i | i | i | i
CCc1nnc(SCc2ccc([N+](=O)[O-])cc2)nc1CC | i | i | -2 | i | i | i | 0 | i | i | i | i
Cc1cc(C(=O)CCl)c(C)n1CC1COc2ccccc2O1 (stereo not drawn) | i | i | 1 | i | i | i | -3 | i | i | i | i
Fc1ccc(Cn2c(-c3cscn3)nc3ccccc32)c(Cl)c1 | i | i | -2 | i | i | i | 3 | i | i | i | i
Cc1cc(Cl)c2oc(C(=O)N3CCN(c4ccncc4)CC3)c(C)c2c1 | i | i | 10 | i | i | i | -2 | i | i | i | i
N/C(=N\OC(=O)/C=C/c1ccccc1)c1ccncc1 | i | i | -34 | i | i | i | -5 | i | i | i | i
CCOC(=O)c1cnc2ccccc2c1NCc1ccco1 | i | i | -5 | i | i | i | -2 | -9.7* | i | i | i
COc1cc(OC)cc(-c2cn[nH]c2N)c1 | i | i | 6 | i | i | i | 3 | i | i | i | i
Cc1ccccc1OCc1nc2ccccc2c(=O)n1NC(=O)c1ccco1 | i | i | 5 | i | i | i | -2 | i | i | i | i
CCN(CC)CCCn1c(=S)[nH]c2ncccc2c1=O | i | i | 3 | i | i | i | 9 | i | i | i | i
CC(C)N(Cc1ccccc1)C(=O)COC(=O)c1ccccc1SCC(=O)N1CCCC1 | i | i | 1 | i | i | i | 2 | -8.7* | i | i | i
COc1ccc(N(CC(=O)NC2CCCCC2)C(=O)c2snc(C(N)=O)c2N)cc1 | i | i | -6 | i | i | i | 2 | i | i | i | i
CC1CCN(c2ccc(NC(=O)c3ccc([N+](=O)[O-])o3)cc2)CC1 | i | i | 43 | i | i | i | / | i | i | i | i
CCn1c(=O)c2sccc2n2c(CCCC(=O)NCCc3ccc(S(N)(=O)=O)cc3)nnc12 | i | i | -2 | i | i | i | 2 | i | i | i | i
CC(=O)c1cc(C)ccc1OC(=O)c1ccncc1 | i | i | 12 | i | i | i | 2 | i | i | i | i
COc1ccccc1NC(=O)CSCc1cc(=O)n2c(C)csc2n1 | i | i | -4 | i | i | i | 7 | i | i | i | i
COc1ccc(S(=O)(=O)N(C)CC(=O)NC2CC2)cc1OC | i | i | 4 | i | i | i | -3 | i | i | i | i
CCOc1ccc(NC(=O)Cn2nnc(C(=O)NCc3cccs3)c2N)cc1 | i | i | -3 | i | i | i | 3 | i | i | i | i
O=C(O)C1CCCCC1C(=O)NC(c1ccccc1)c1ccccc1 (stereo not drawn) | i | i | -8 | i | i | i | 3 | i | i | i | i
COc1ccccc1-c1nc2n(n1)C(c1cccs1)C(C(=O)Nc1cccnc1)=C(C)N2 (stereo not drawn) | i | i | 13 | i | i | i | 5 | i | i | i | i
O=C1CC(c2ccccc2)n2nc(NC(=O)c3ccccc3)nc2N1 (stereo not drawn) | i | i | -2 | i | i | i | 1 | i | i | i | i
Cc1ncc(CO)c(/C=N/NC(=O)c2cc(Br)ccc2O)c1O | i | i | 92* | i | i | i | 16 | i | i | i | i
O=C(CCn1c(=S)[nH]c2ccccc2c1=O)N1CCCCC1 | i | i | -12 | i | i | i | 6 | i | i | i | i
CCNc1nc(NCC)nc(N/N=C/c2ccccc2)n1 | i | i | 2 | i | i | i | 3 | i | i | i | i
COc1ccc(-n2c(=O)[nH]cc(C(=O)N3CCCc4ccccc43)c2=O)cc1 | i | i | -8 | i | i | i | -1 | i | i | i | i
COc1ccc2c(c1)CC(N1CCN(C)CC1)c1cc(OC)ccc1S2 (stereo not drawn) | i | i | 1 | i | i | i | 4 | i | i | i | i
CN1C(=O)N2CN(C3CCCCC3)CN3C(=O)N(C)C1C23 (stereo not drawn) | i | i | 0 | i | i | i | 0 | i | i | i | i
O=C1CC(c2cccc(Cl)c2)C(n2cncn2)C(=O)C1C1NCCc2ccccc21 (stereo not drawn) | i | i | 7 | i | i | i | -5 | i | i | i | i
Nc1cc(-c2ccc(Br)cc2)nn1S(=O)(=O)c1cccc2nsnc12 | i | i | -3 | i | i | i | 4 | i | i | i | i
CC(=O)NC(Cc1ccc(F)c(F)c1)C(=O)NC1CCN(C(=O)c2ccc(Cl)cc2)CC1 (stereo not drawn) | i | i | 4 | i | i | i | -1 | i | i | i | i
O=C(C[n+]1cccc2ccccc21)c1ccc(NC(=O)c2ccccc2)cc1 | i | i | 0 | i | i | i | 6 | i | i | i | i
Cn1cnnc1SCC(=O)NC1CCCC1 | i | i | 11 | i | i | i | -5 | i | i | i | i
CCN1CCN(CCCNC(=O)c2cn(CCOC)c(=O)c3c2c2ccccc2n3C)CC1 | i | i | -3 | i | i | i | -9 | i | i | i | i
Cc1ccc(-n2c(CNc3ccc(F)cc3)nnc2SCC(=O)O)cc1 | i | i | 3 | i | i | i | -10 | i | i | i | i
Cc1ccc(C(=O)NNC(=O)CCCN2C(=O)/C(=C/c3ccccc3Cl)SC2=S)cc1 | i | i | 13 | i | i | i | -7 | i | i | i | i
C=CCn1c(CNc2ccccc2)nnc1SCC(=O)N/N=C/c1ccccc1O | i | i | 22 | i | i | i | 8 | i | i | i | i
O=C(CN(Cc1ccc(F)cc1)C(=O)CCC(=O)Nc1nccs1)NCc1ccccc1 | i | i | 5 | i | i | i | 3 | i | i | i | i
O=C(CCNC(=O)N1CCn2c1nc1ccccc12)NCc1ccc(Cl)cc1 | i | i | -4 | i | i | i | 6 | i | i | i | i
OC(CSc1ccccc1Cl)CN1CCN(c2ccc(F)cc2)CC1 (stereo not drawn) | i | i | -4 | i | i | i | 5 | i | i | i | i
Cc1nc(S(=O)(=O)c2cccc(Cl)c2)nc2c1CCC2 | i | i | 3 | i | i | i | -10 | i | i | i | i
Cc1ccc(-n2ncc3c2ncn2nc(-c4ccco4)nc32)c(C)c1 | i | i | 4 | i | i | i | -3 | i | i | i | i
CN1c2ccccc2Oc2c(c(=O)n(C)c(=O)n2C)C1c1cccc([N+](=O)[O-])c1 (stereo not drawn) | i | i | -1 | i | i | i | -4 | i | i | i | i
CC1=C(C(=O)Nc2cccc(C)c2C)C(c2cccs2)NC(=S)N1 (stereo not drawn) | i | i | 0 | i | i | i | -1 | i | i | i | i
COC(=O)c1cccc(C(=O)N2CCCC(Nc3ccc4c(c3)OCCO4)C2)c1 (stereo not drawn) | i | i | 1 | i | i | i | ? | i | i | i | i
Cc1ccc(S(=O)(=O)N2[C@@H](c3ccc(Cl)cc3)C(C(=O)O)=CC[C@H]2c2ccc(Cl)c(Cl)c2)cc1 | -5.1* | / | / | / | i | i | -3 | / | / | 100* | i
CC(C)C(=O)Nc1ccc(C(=O)NNC(=O)NC2CCCCC2)cc1 | i | i | 2 | i | i | i | -1 | i | i | i | i
O=C1NCCN(Cc2cccc(Oc3ccccc3)c2)C1CC(=O)N1CCCO1 (stereo not drawn) | i | i | -2 | i | i | i | -4 | i | i | i | i
Cc1ccn2cc(-c3ccc4c(c3)NC(=O)CO4)nc2c1 | i | i | 0 | i | i | i | -14 | i | i | i | i
O=C(Nc1ccc(S(=O)(=O)Nc2ncccn2)cc1)c1ccccc1Cl | i | i | 3 | i | i | i | 1 | i | i | i | i
NC(=O)Cc1ccc2c(c1)[nH]c1ccccc12 | i | i | -15 | i | i | i | -4 | i | i | i | i
Cc1cccc(/C=C/c2nc3ccccc3c(=O)n2Cc2ccccc2)c1 | i | i | 19 | i | i | i | 0 | i | i | i | i
CCOC(=O)N1CCN(C(=O)c2cc(COc3cccc(C(C)=O)c3)on2)CC1 | i | i | 3 | i | i | i | -1 | i | i | i | i
COc1ccc(NC(=O)C2CCN(c3nc(C)cc(C)n3)CC2)cc1 | i | i | 3 | i | i | i | 8 | i | i | i | i
C/C(=N\NC(=O)c1n[nH]c2c1CCC2)c1ccco1 | i | i | 7 | i | i | i | 3 | i | i | i | i
Cc1ccc(C(=O)N/C(=C/c2ccco2)C(=O)NCc2ccco2)cc1 | i | i | 7 | i | i | i | 4 | i | i | i | i
(further entries)
SMILES | MrgX1 antag | RGS4 inh | SKKanGAS inh | TRPC6 inhibitor | ANO1 activ | MrgX1 ag | HDAC3 inhib | RGS4 pot | TRPC6 act | TMEM16A inh | MrgX1 allo act
O=S(=O)(NCCCN1CCOCC1)c1ccc2c(c1)OCCO2 | i | i | -14 | i | i | i | 1 | i | i | i | i
CN(C(=O)CCOc1ccccc1)c1c(N)n(Cc2ccccc2)c(=O)[nH]c1=O | i | i | 8 | i | i | i | / | i | i | i | i
Cc1ccc(C(C(=O)NCC2CCCO2)N(Cc2ccccc2)C(=O)c2ccc(-c3ccccc3)[nH]2)o1 (stereo not drawn) | i | i | 21 | i | i | i | -3 | i | i | i | i
Nc1nc(SCc2ccccc2Cl)n[nH]1 | i | i | -4 | i | i | i | 3 | i | i | i | i
CCOC(=O)C1=NN(C(=O)Nc2ccc(OC)cc2)C2C(=O)N(c3cccc(C(F)(F)F)c3)C(=O)C12 (stereo not drawn) | i | i | 9 | i | i | i | 5 | i | i | i | i
